# M4 antag: CHRM4 antagonism in calcium assay. P08173. CHO-hM4 cells, ACh EC80, Fluo-8 calcium fluorescence. inhibition, % at 3 µM. hit rate 0.73% among 360,000. AID 624125;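 active = inhibition above its plate's cutoff, the mean inhibition of sample wells plus 3 SD, cut at about 27% in these data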;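 note: 0% = acetylcholine EC80 with DMSO and 100% = DMSO without agonist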
# Target sequence (P08173 whole entry, looked up): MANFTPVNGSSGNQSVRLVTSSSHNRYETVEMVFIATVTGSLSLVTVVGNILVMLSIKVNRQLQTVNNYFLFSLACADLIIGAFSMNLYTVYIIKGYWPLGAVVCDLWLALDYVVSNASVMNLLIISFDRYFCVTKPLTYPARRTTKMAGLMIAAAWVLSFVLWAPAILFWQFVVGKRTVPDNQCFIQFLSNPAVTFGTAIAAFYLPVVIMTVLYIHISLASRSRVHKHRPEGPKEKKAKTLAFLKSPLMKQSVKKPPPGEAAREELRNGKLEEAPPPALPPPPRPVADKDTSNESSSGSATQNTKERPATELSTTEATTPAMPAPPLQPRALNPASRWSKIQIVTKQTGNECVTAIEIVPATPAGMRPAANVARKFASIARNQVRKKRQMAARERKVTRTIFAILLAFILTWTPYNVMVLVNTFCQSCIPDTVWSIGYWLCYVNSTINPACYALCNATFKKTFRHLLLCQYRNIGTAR
# CRFR2-BP ag: agonists of human CRF-binding protein/CRF-R2 receptor complex; HEK293 CRF-R2/CRF-BP, calcium dye fluorescence (FLIPR); percent of saturating CRF peptide response; activation, % at 13.2 µM; hit rate 0.46% among 350,000;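 active = activation of at least 50%, plus an integration ratio under a set limit after plate pattern correction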;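 note: plate controls were neutral control wells without compound for no effect and CRF at EC100 for full effect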
# CHRM5 PAM: potentiates acetylcholine response at human M5 receptor | activation, % at 3 µM | hit rate 0.3% among 360,000 | CHO-K1 hM5, Fluo-8 calcium, ACh EC20 PAM; 0% = ACh EC20, 100% = ACh EC100 | AID 624038 | P08912;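 active = activation above the run cutoff, the mean activation of all test compounds plus 3 SD, cut at about 18% in these data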
# Target sequence (P08912 whole entry, looked up): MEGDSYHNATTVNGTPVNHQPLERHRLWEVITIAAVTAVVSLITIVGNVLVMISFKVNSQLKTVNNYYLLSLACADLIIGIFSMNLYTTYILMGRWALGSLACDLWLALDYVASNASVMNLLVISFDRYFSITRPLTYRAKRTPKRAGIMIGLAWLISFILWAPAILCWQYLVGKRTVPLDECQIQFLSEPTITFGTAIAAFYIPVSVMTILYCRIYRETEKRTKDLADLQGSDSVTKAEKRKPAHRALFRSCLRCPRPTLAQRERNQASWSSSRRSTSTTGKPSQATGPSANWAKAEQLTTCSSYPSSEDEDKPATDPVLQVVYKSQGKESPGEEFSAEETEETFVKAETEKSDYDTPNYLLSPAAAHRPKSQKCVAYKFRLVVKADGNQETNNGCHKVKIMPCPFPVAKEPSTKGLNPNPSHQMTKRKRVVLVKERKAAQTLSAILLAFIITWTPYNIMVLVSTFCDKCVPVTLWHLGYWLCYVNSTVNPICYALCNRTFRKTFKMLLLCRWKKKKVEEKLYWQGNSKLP
#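 System: CHO-K1 cell line with stable human muscarinic M5 receptor expression | Also added: EC20 acetylcholine as agonist stimulus | Compound: One concentration, 3 µM final (nominal) | Timing: Fluo-8 loading 80 min at 37 °C plus 30 min room temperature | Measured by: Fluo-8 calcium dye fluorescence, kinetic read | Read-out basis: % activation, ACh-normalized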
# CHRM5 antagonist: CHRM5 antagonism in calcium assay | P08912 | CHO-hM5 cells, Fluo-8 calcium fluorescence, ACh EC80 | inhibition, % at 3 µM | hit rate 0.59% among 360,000 | AID 624040;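 active = inhibition above a per-plate cutoff, the mean of that plate's test compounds plus 3 SD, cut at about 27% in these data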;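 note: 0% = acetylcholine EC80 with DMSO and 100% = DMSO without agonist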
# M1 antag: antagonists of human M1 muscarinic receptor; hit rate 1.3% among 360,000; CHO-K1 hM1, Fluo-8 calcium fluorescence, ACh EC80 antagonist; inhibition, % at 3 µM;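 active = percent inhibition above its own plate's cutoff, namely the mean of that plate's compound wells plus 3 SD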;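 note: peak over basal fluorescence ratio during 140 s after agonist addition; 0% = ACh EC80 plus DMSO and 100% = DMSO alone without agonist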
# CHRM1 PAM: potentiates human M1 receptor response to acetylcholine; P11229; CHO-K1 hM1, Fluo-8 calcium fluorescence, ACh EC20; 0% = ACh EC20, 100% = maximal ACh; activation, % at 3 µM; hit rate 0.088% among 360,000; AID 588819; in the data active = activation above about 19%, passing the limit was not always enough
# M4 ag: agonists of human muscarinic M4 receptor (CHRM4). activation, % at 3 µM. hit rate 0.14% among 360,000. CHO-K1 hM4/Gqi5, Fluo-8 calcium fluorescence; vehicle 0%, full acetylcholine response 100%. P08173;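 active = activation above the run mean over all test wells plus 3 SD, cut at about 32% in these data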;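 note: peak over basal fluorescence ratio per well then scaled between controls; 0% = DMSO wells and 100% = acetylcholine at EC100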
# CHRM4 PAM: potentiates acetylcholine response at human M4 receptor; P08173; CHO-K1 hM4/Gqi5, Fluo-8 calcium fluorescence, ACh EC20; 0% = ACh EC20, 100% = maximal ACh; activation, % at 3 µM; hit rate 0.4% among 360,000;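 active = activation above its plate's cutoff, the mean activation of sample wells plus 3 SD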; note: some results filed as inactive read as strong as hits
# M5 ag: agonists of human muscarinic M5 receptor (CHRM5). activation, % at 3 µM. AID 624037. P08912. hit rate 0.19% among 360,000. CHO-K1 hM5 cells, Fluo-8 calcium fluorescence; 0% DMSO wells, 100% maximal acetylcholine response;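 active = activation above the run's mean over test compounds plus 3 SD, cut at about 23% in these data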;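 note: signal is peak over basal fluorescence ratio across the kinetic read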
# * hit, by the source's call; / = no result given.
SMILES,M4 antag,CRFR2-BP ag,CHRM5 PAM,CHRM5 antagonist,M1 antag,CHRM1 PAM,M4 ag,CHRM4 PAM,M5 ag
COc1ccc(S(=O)(=O)N2CCOC23CCN(C(=O)c2c(F)cccc2Cl)CC3)cc1,7,-0.8,-4,3,-10,8,4,-4,-1
O=C1N(c2ccccc2C(F)(F)F)O[C@@]1(c1ccccc1)C1CCCCC1,-14,-0.8,15,10,-9,13,0,9,-4
Cc1onc(-c2ccccc2)c1C(=O)OCc1nnc(-c2ccccc2)o1,8,-1.0,-2,9,0,-1,2,-2,-3
CC(C)[C@H](NS(=O)(=O)c1ccc2c(c1)OCCO2)C(=O)OCC(=O)Nc1ccccc1Cl,-4,-2.1,-8,4,-6,8,6,-10,4
O=[N+]([O-])C(C1CCS(=O)(=O)C1)C1CCS(=O)(=O)C1 (stereo unspecified),-3,1.8,5,-6,-1,2,2,5,4
O=C(CSc1nc2ccccc2o1)N1N=C(c2cccs2)CC1c1ccc(F)cc1 (stereo unspecified),-8,5.4,0,-1,0,1,1,3,-1
Cc1ccc(OCCCN2CCC(C(O)(c3ccccc3)c3ccccc3)CC2)cc1,62*,/,-24,77*,/,/,25,-14,2
CC(=O)N1CCc2cc(S(=O)(=O)CCC(=O)O)ccc21,-1,1.2,-3,2,-10,8,1,7,-2
COc1ccc(COC(=O)c2ccc(Cl)c(S(=O)(=O)N3CCOCC3)c2)cc1F,4,1.9,-12,6,-3,-7,14,-8,0
CCOC(=O)C1=C(C)N2C(=C(C#N)[C@@H]1c1ccc(C(=O)OC)cc1)SC[C@@]2(O)C(C)(C)C,0,0.3,5,-5,2,1,-1,11,-3
CCCCN(C)c1c(C)nc2ccc(C(=O)NCc3cccs3)cn12,1,/,-3,-5,16,-10,9,-8,1
Cn1nccc1C(=O)NC1CCCc2c1cnn2-c1ccc(C(C)(C)C)cc1 (stereo unspecified),15,-1.5,-23,26,34*,-8,11,-5,2
CC1(C)CC(=O)c2cc(C(=O)NC3CCSC3=O)c(=O)n(-c3ccc(Cl)cc3)c2C1 (stereo unspecified),4,1.1,-3,7,7,-2,1,-3,-2
Cc1cc2oc(=O)cc(C)c2c(=O)o1,-9,-4.0,-4,8,-8,6,0,3,0
COC(C)(C)[C@H](O)COc1c2ccoc2cc2oc(=O)ccc12,-9,0.8,2,6,-5,6,0,8,0
CN1CCN(c2nc(-c3cccnc3)nc3ccccc23)CC1,2,0.2,-1,2,-18,3,1,-2,1
Cc1cccc(Cc2cnc(NC(=O)CN3C(=O)/C(=C/c4ccccc4)SC3=S)s2)c1,12,-2.1,5,-5,-3,6,2,5,-1
O=C(C1CCCN1C(=O)c1cccs1)N1CCN(Cc2ccc3c(c2)OCO3)CC1 (stereo unspecified),-8,1.0,7,-3,-26,3,0,0,-1
COc1ccc(C2N(c3cc(Cl)ccc3OC)C(=O)C3CCCN32)cc1 (stereo unspecified),-3,-0.5,2,2,0,-1,0,-5,-1
Cc1cccc(NC(=O)CSc2nnc(C3CC3)n2CC2CCCO2)c1C (stereo unspecified),1,0.7,2,14,-6,5,1,5,-3
CCN1CCN(C(=O)c2ccc(CS(=O)Cc3ccc(C)cc3)o2)CC1 (stereo unspecified),5,-1.6,0,12,-4,-2,0,-2,-2
CC(Cc1ccccc1)NC(=O)c1cc2ccccc2o1 (stereo unspecified),-3,-1.6,5,3,-11,5,1,-5,-3
Cc1cc(C)cc(OCC(=O)N2N=C(C(F)(F)F)CC2(O)C(C)(C)C)c1 (stereo unspecified),-2,3.8,-4,8,-30,-8,2,12,0
Cc1c(O)ccc2c(CN(C)Cc3ccccc3)cc(=O)oc12,-9,9.4,-18,11,16,-13,11,-14,8
Clc1c(-c2ccccc2)nc2ccccn12,-2,-0.1,4,4,-5,9,-1,-3,0
CC1(C)Cc2cccc(OCC(=O)NC3CC3)c2O1,5,-1.5,-4,5,-2,6,1,3,-1
O=C(OCC(=O)N1CCOCC1)c1cnc(Cl)c(Cl)c1,7,0.4,-2,16,-6,7,1,4,1
CN(C)c1nc(/C=C(\C#N)C(N)=O)c(Cl)n1-c1ccc(F)cc1,-3,-0.5,2,-4,-8,7,1,3,1
COc1ccc(CC(=O)NCCC(C)C)cc1S(=O)(=O)N1CCOCC1,-2,-0.5,-2,12,0,7,1,3,-1
Cc1ccc(-n2nnc(-c3cccnc3Cl)n2)cc1,13,-0.5,1,6,1,3,0,-2,-1
Cc1nc(N)nc(N)c1-c1ccc([N+](=O)[O-])cc1,2,1.9,0,3,4,-2,1,1,-12
C=CCN(c1ccccc1C(=O)O)S(=O)(=O)c1ccc(NC(=O)OC)cc1,5,-0.7,4,5,-16,12,0,17,1
COc1ccc(C2=NO[C@@H]3C(=O)N(c4ccc5c(c4)OCCO5)C(=O)[C@H]23)cc1OC,2,0.3,-3,9,7,0,3,-1,4
Cc1ccc(C(c2nnnn2C2CCCC2)N2CCc3ccccc32)cc1 (stereo unspecified),-1,-0.1,1,-4,2,1,-2,-3,-5
CCOC(=O)C(=O)N(C)c1c(CC)nc2c(OCc3ccc(OC(F)F)cc3)cccn12,6,/,-3,7,-12,-2,1,-2,-2
O=C(CCS(=O)(=O)c1ccc(Cl)cc1)OCC(=O)N1CCCCC1,8,-3.4,-2,4,3,8,0,10,3
CCC(=O)Nc1cccc(-c2cn3ccsc3n2)c1,1,7.6,-3,12,-8,4,1,6,1
O=C(O)c1ccccc1C(=O)c1cccc2c(F)cccc12,0,-1.1,11,8,-7,3,-2,3,-6
CC1(CCc2ccccc2)NC(=O)N(CC(=O)Nc2ccc(OC(F)F)cc2)C1=O (stereo unspecified),6,0.0,0,-2,-10,-2,1,-5,1
Cc1cccc(NC(=S)N(CCN(C)C)C(C)c2ccco2)c1 (stereo unspecified),-16,-0.5,1,0,-8,8,1,3,-6
O=C(O)c1ccc(S(=O)(=O)Nc2ccc3c(c2)OCCO3)cc1,2,-0.4,2,6,-9,8,1,7,-1
CSc1ccc(S(=O)(=O)NCC(=O)OCC(=O)NC2(C#N)CCCCC2)cc1[N+](=O)[O-],-12,-1.0,-2,10,-3,4,2,4,-5
Cc1cc(C(F)(F)F)c(C#N)c(N2CCOCC2)n1,-10,1.6,-5,-3,-43,9,0,0,-2
O=C(CCc1c[nH]c2ccccc12)NCC1CCCO1 (stereo unspecified),-2,0.6,1,-6,2,4,0,8,0
CCCCC1CCCOC(C(=O)NCCNCCO)(C(F)(F)F)C1 (stereo unspecified),7,0.9,-5,10,-1,7,-1,0,0
CCOc1ccc(NC(=O)CN(C)C(=O)Cc2c(C)nc3ccccc3c2C)cc1OCC,1,0.2,1,5,9,-2,2,-5,-2
Fc1ccc(CNC(=S)NC2CCCCCC2)cc1,-2,0.2,-8,9,8,-4,6,-17,-4
Nc1c(Cl)cc(Cl)cc1C(=O)OCC(=O)N1CCOCC1,-9,-2.3,6,5,-10,12,0,4,1
CCn1c(SCC(=O)Nc2nc(-c3ccc(C)cc3)cs2)nnc1-c1ccccc1O,6,-1.2,-11,4,-15,-6,6,-8,-3
Cc1n[nH]c(C)c1S(=O)(=O)N1CCCC(C(=O)NC2CCCCC2)C1 (stereo unspecified),-5,5.7,-8,0,-1,0,1,-5,3
CCC(C)NC(=O)CSc1nnc(-c2ccc(OC)c(OC)c2)c(-c2ccc(OC)c(OC)c2)n1 (stereo unspecified),-10,-1.4,1,3,-10,12,0,3,-3
COc1ccc(C(=O)C2CCCN(Cc3sc(N4CCCC4)nc3Cl)C2)c(OC)c1 (stereo unspecified),-8,1.3,-2,3,0,-1,4,6,-1
CN(C(=O)C1CCCO1)c1nnc(-c2ccncc2)s1 (stereo unspecified),4,2.7,-1,6,-3,4,1,2,-5
CCC(=O)Nc1c2c(nn1-c1ccc(C)cc1C)CSC2,7,-1.9,-8,4,-22,1,0,5,0
S=c1[nH]nc(COc2ccccc2)n1/N=C/c1ccc(Cl)cc1Cl,1,0.6,-6,4,-1,0,0,2,-1
O=C(CNCCc1ccc(F)cc1)Nc1cc(F)ccc1F,-2,-2.6,-3,7,-10,13,2,0,-1
CS(=O)(=O)N(CCc1ccccc1)CC(=O)NCc1ccccn1,4,-0.4,4,-7,-9,12,1,6,0
Cc1ccccc1OCCC(=O)OCC(=O)NCCNC(=O)COC(=O)CCOc1ccccc1C,-9,-0.8,-12,9,-6,1,16,-3,6
CC(C)Cc1nc(C#N)c(N2CCC(C(N)=O)CC2)o1,1,-2.6,4,-9,-13,11,1,0,-2
CC(C)N(C(=O)CN1C(=O)NC(c2ccccc2)(c2ccccc2)C1=O)C(C)C,2,-0.7,-2,8,-3,0,1,2,-1

# Structures listed so far with a furan ring, fused or not:
SMILES,M4 antag,CRFR2-BP ag,CHRM5 PAM,CHRM5 antagonist,M1 antag,CHRM1 PAM,M4 ag,CHRM4 PAM,M5 ag
COC(C)(C)[C@H](O)COc1c2ccoc2cc2oc(=O)ccc12,-9,0.8,2,6,-5,6,0,8,0
CCN1CCN(C(=O)c2ccc(CS(=O)Cc3ccc(C)cc3)o2)CC1 (stereo unspecified),5,-1.6,0,12,-4,-2,0,-2,-2
CC(Cc1ccccc1)NC(=O)c1cc2ccccc2o1 (stereo unspecified),-3,-1.6,5,3,-11,5,1,-5,-3
Cc1cccc(NC(=S)N(CCN(C)C)C(C)c2ccco2)c1 (stereo unspecified),-16,-0.5,1,0,-8,8,1,3,-6

# Additional results follow.
SMILES,M4 antag,CRFR2-BP ag,CHRM5 PAM,CHRM5 antagonist,M1 antag,CHRM1 PAM,M4 ag,CHRM4 PAM,M5 ag
CCOc1ccc(S(=O)(=O)NC(C)C(=O)NCc2ccncc2)cc1 (stereo unspecified),-4,6.0,-4,17,2,2,2,0,-2
CC(=O)c1ccc(-c2nc3c4ccccc4ccn3c2C(C)=O)o1,5,-0.7,1,-2,0,5,1,-1,1
CCN(CC)C(=O)Cn1nc(-c2ccccc2O)nc1SCC(=O)Nc1ccc(OC)cc1,5,-2.4,-4,4,-22,6,1,10,2
CC(=O)Nc1cccc(-c2ccnc3c2CC(C(=O)Nc2cccnc2)O3)c1 (stereo unspecified),-21,/,-8,9,-8,4,3,2,-1
CC(=O)c1cccc(Nc2nc(=O)c3cccnc3s2)c1,8,-1.9,-10,8,-1,1,1,-5,3
COc1ccc(NC(=O)N(C)C[C@H]2Oc3ccc(NC(=O)Cc4ccccc4)cc3CC(=O)N([C@H](C)CO)C[C@H]2C)cc1,-6,4.7,-1,5,-10,11,1,9,1
CCN(Cc1ccncc1)C(=O)c1ccccc1NS(=O)(=O)c1ccc(Br)cc1,-3,-1.0,0,2,-5,2,1,-8,-5
CCOP1(=O)C=C(C(C)(C)C)OC1c1ccc(F)cc1 (stereo unspecified),4,-2.6,1,3,-15,10,0,-2,0
O=C(/C=C/c1ccncc1)c1ccc(NC(=O)c2ccccc2F)cc1,22,-2.2,-12,16,7,-4,8,-10,2
COc1c(Cl)c(=O)oc2ccc(Cl)cc12,-23,-2.8,-3,1,-13,7,0,5,-2
COc1ccc(S(=O)(=O)N2CCCCCC2)cc1C(=O)N(CC(C)C)C1CCS(=O)(=O)C1 (stereo unspecified),-11,-1.1,1,5,0,1,0,8,3
CC1(C)Cc2c(sc3[nH]c(=S)n(Cc4ccco4)c(=O)c23)CO1,1,0.0,0,-7,-28,3,0,-1,2

# High-throughput results: PubChem BioAssay, several laboratories
